SRC3 TRFRET art: TR-FRET artefact, counter-screen to PPARgamma/SRC-3 agonist assay; PPARgamma/SRC-3 format; stronger effect = higher value; TR-FRET ratio at 8 µM; 99,000 compounds, 0.39% hits; AID 1048; in the data active means TR-FRET ratio above about 2000; further: inactives centre near 1600; reference of the scale not given here
SRC1 TRFRET art: counter-screen for PPARgamma SRC-1 recruitment agonists: TR-FRET artefact; TR-FRET detection artefact counter-screen, emission ratio; stronger effect = higher value; TR-FRET ratio at 8 µM; 99,000 compounds, 0.34% hits; in the data active means TR-FRET ratio above about 2300; further: inactives centre near 1800; reference of the scale not given here
Active calls of the source: *. Some of the compounds tested; count on the stated rates, not on these rows.

Cc1ccc(NC(=O)CC2C(=O)OCC3CCCCN32)cc1Cl (stereo not drawn) was read as SRC3 TRFRET art 1573 and SRC1 TRFRET art 1913.
O=C(c1cc([N+](=O)[O-])cc([N+](=O)[O-])c1)N1CCCc2ccccc21 was read as SRC3 TRFRET art 1781 and SRC1 TRFRET art 1745.
`C=CCSC1=N/C(=C\c2cc(OCC)c(OC(C)=O)c([N+](=O)[O-])c2)C(=O)S1` gave SRC3 TRFRET art 1534 and SRC1 TRFRET art 1582.
`CC[n+]1c(/C=C/c2c[nH]c3ccccc23)ccc2cc(C)ccc21` gave SRC3 TRFRET art 2004 and SRC1 TRFRET art 2196.
`Cc1c(-n2cccc2C=O)cccc1[N+](=O)[O-]` gave SRC3 TRFRET art 1450 and SRC1 TRFRET art 1836.
For O=C(CN1C(=O)CCC1=O)Nc1nc(-c2cccs2)cs1 the results were SRC3 TRFRET art 1530 and SRC1 TRFRET art 1864.
`CCOC(=O)c1cnc2ccc(C(=O)OC)cc2c1NCCc1ccc(OC)c(OC)c1` gave SRC3 TRFRET art 1678 and SRC1 TRFRET art 1817.
Screening CN(C)C(C)(C)C#CCC(c1ccccc1)c1ccccc1 returned SRC3 TRFRET art 1393 and SRC1 TRFRET art 1553.
`O=C(CCCCCNC(=O)c1ccccc1)N/N=C/c1ccc(F)cc1` gave SRC3 TRFRET art 1412 and SRC1 TRFRET art 1844.
`O=C(O)c1cc(-c2ccco2)nc2ccccc12` gave SRC3 TRFRET art 1487 and SRC1 TRFRET art 1974.
Screening CC(NCCC(c1ccccc1)c1ccccc1)c1ccccc1 (stereo not drawn) returned SRC3 TRFRET art 1501 and SRC1 TRFRET art 1652.
Screening O=C(O)c1cccc(-n2nnnc2SCc2ccccc2Cl)c1 returned SRC3 TRFRET art 1592 and SRC1 TRFRET art 1908.
`CO/N=C/c1cccn1-c1nccc(OC)c1C#N` gave SRC3 TRFRET art 1658 and SRC1 TRFRET art 1548.
`CC(=O)Nc1ccc(CN2CCN(CCC(C)C)C(CCO)C2)cc1` (stereo not drawn) gave SRC3 TRFRET art 1842 and SRC1 TRFRET art 1732.
Screening Cc1ccc2nc(SCC(=O)N3CCN(C(=O)c4ccco4)CC3)[nH]c2c1 returned SRC3 TRFRET art 1413 and SRC1 TRFRET art 1588.
For CCCc1cc(=O)[nH]c(SCc2cc(=O)oc3c(C)c(C)ccc23)n1 the results were SRC3 TRFRET art 1770 and SRC1 TRFRET art 1893.
`CC(=O)Nc1ccc(S(=O)(=O)NCC(=O)NCCc2ccc(S(N)(=O)=O)cc2)cc1` gave SRC3 TRFRET art 1265 and SRC1 TRFRET art 1460.
`COC(=O)c1ccc(OC(=O)CCN2c3ccccc3Sc3ccccc32)cc1` gave SRC3 TRFRET art 2754* and SRC1 TRFRET art 1971.
For CN(C)C=NC(=O)/C(C#N)=C/c1ccccc1 the results were SRC3 TRFRET art 1774 and SRC1 TRFRET art 1872.
`Cc1cc(C(=O)N2CCCC(C(=O)c3cccc(C(F)(F)F)c3)C2)nc(C)n1` (stereo not drawn) gave SRC3 TRFRET art 1642 and SRC1 TRFRET art 1651.

Four neighbouring entries already listed, for reference:
For CCCc1cc(=O)[nH]c(SCc2cc(=O)oc3c(C)c(C)ccc23)n1 the results were SRC3 TRFRET art 1770 and SRC1 TRFRET art 1893.
`CC(=O)Nc1ccc(S(=O)(=O)NCC(=O)NCCc2ccc(S(N)(=O)=O)cc2)cc1` gave SRC3 TRFRET art 1265 and SRC1 TRFRET art 1460.
`COC(=O)c1ccc(OC(=O)CCN2c3ccccc3Sc3ccccc32)cc1` gave SRC3 TRFRET art 2754* and SRC1 TRFRET art 1971.
For CN(C)C=NC(=O)/C(C#N)=C/c1ccccc1 the results were SRC3 TRFRET art 1774 and SRC1 TRFRET art 1872.

Further records.
For CCOc1ccc(S(=O)(=O)NN=C2CCN(C(C)=O)CC2)cc1 the results were SRC3 TRFRET art 1571 and SRC1 TRFRET art 1926.
Screening CC1CCc2nn(CC(=O)NCCC3=CCCCC3)cc2C1 (stereo not drawn) returned SRC3 TRFRET art 1505 and SRC1 TRFRET art 1738.
Cc1cccc(NC(=S)NCCC(c2ccccc2)c2ccccc2)c1 was read as SRC3 TRFRET art 1640 and SRC1 TRFRET art 1606.
Screening COc1ccc2oc(=O)c(C(=O)Nc3cccc(C)c3)cc2c1 returned SRC3 TRFRET art 1593 and SRC1 TRFRET art 1718.
Screening O=C(/C=C/c1cccc(Cl)c1)NCc1ccccc1 returned SRC3 TRFRET art 1574 and SRC1 TRFRET art 2179.
`O=C(COC(=O)c1ccc2c(c1)OCO2)NC1CCS(=O)(=O)C1` (stereo not drawn) gave SRC3 TRFRET art 1514 and SRC1 TRFRET art 1745.
O=C(CCSc1ccccc1)NC(=O)COC(=O)c1ccc(OC(F)F)cc1 was read as SRC3 TRFRET art 1555 and SRC1 TRFRET art 1609.
Screening CCN=C1S/C(=C\c2ccc(N3CCOCC3)cc2C)C(=O)N1CC returned SRC3 TRFRET art 1733 and SRC1 TRFRET art 1846.
CSCCC(NC(=O)c1ccc(Cl)cc1)C(=O)OCC(=O)Nc1cc(Cl)ccc1C (stereo not drawn) was read as SRC3 TRFRET art 1629 and SRC1 TRFRET art 1851.
CC(=O)c1c(C)[nH]c(C(=O)Nc2ccccc2N2CCOCC2)c1C was read as SRC3 TRFRET art 1439 and SRC1 TRFRET art 1324.
CC1=C(c2ccc(C)cc2)S(=O)(=O)N(CC(=O)O)C1=O was read as SRC3 TRFRET art 1656 and SRC1 TRFRET art 1722.
Screening Nc1n[nH]c2ccccc12 returned SRC3 TRFRET art 1703 and SRC1 TRFRET art 2061.
Screening CC(C)C[C@H](NC(=O)c1[nH]cnc1C(=O)N[C@H](C)c1ccccc1)C(=O)OC(C)(C)C returned SRC3 TRFRET art 1590 and SRC1 TRFRET art 1851.
CN1CCN(NC(=O)c2cc(-c3cccc(Cl)c3)nc3ccccc23)CC1 was read as SRC3 TRFRET art 1413 and SRC1 TRFRET art 1843.
Screening CCOc1ncccc1C(=O)N1CCN(S(=O)(=O)c2ccc(Br)cc2Cl)CC1 returned SRC3 TRFRET art 1480 and SRC1 TRFRET art 1843.
Screening CCSc1oc(-c2ccco2)nc1S(=O)(=O)c1ccc(F)cc1 returned SRC3 TRFRET art 1804 and SRC1 TRFRET art 2161.
CN(CCC#N)C(=O)COC(=O)c1ccc2c(=O)n3c(nc2c1)CCC3 was read as SRC3 TRFRET art 1855 and SRC1 TRFRET art 1979.
For CCN(CC(=O)Nc1cccc(OC)c1)c1ncnc2sc(C)c(C)c12 the results were SRC3 TRFRET art 1640 and SRC1 TRFRET art 1764.
For CCN(c1ccccc1)S(=O)(=O)c1cnc[nH]1 the results were SRC3 TRFRET art 1722 and SRC1 TRFRET art 2108.
Screening CC(C)N1C(=O)N(c2ccccc2)C(C)(O)CC1(C)C (stereo not drawn) returned SRC3 TRFRET art 1484 and SRC1 TRFRET art 1800.

Three entries out of the list, arranged by formula weight, largest number first.
CSCCC(NC(=O)c1ccc(Cl)cc1)C(=O)OCC(=O)Nc1cc(Cl)ccc1C (stereo not drawn) was read as SRC3 TRFRET art 1629 and SRC1 TRFRET art 1851.
CC(=O)c1c(C)[nH]c(C(=O)Nc2ccccc2N2CCOCC2)c1C was read as SRC3 TRFRET art 1439 and SRC1 TRFRET art 1324.
Screening CC(C)N1C(=O)N(c2ccccc2)C(C)(O)CC1(C)C (stereo not drawn) returned SRC3 TRFRET art 1484 and SRC1 TRFRET art 1800.

(continued)
For Cc1nc(NC(=O)CSc2nnc(N)s2)c(Cl)cc1Cl the results were SRC3 TRFRET art 1635 and SRC1 TRFRET art 1844.
Screening Cc1ccc(C)c2c1cc(C)c1nnc(SCC(=O)Nc3nc4c(s3)CCCC4)n12 returned SRC3 TRFRET art 1360 and SRC1 TRFRET art 2028.
Screening O=C1C=C(N2CCCCCC2)C2(CCCCC2)O1 returned SRC3 TRFRET art 1453 and SRC1 TRFRET art 1907.
`Cc1ccc(C)c(CSc2nc(-c3ccco3)nc3c2c(=O)n(C)c(=O)n3C)c1` gave SRC3 TRFRET art 1565 and SRC1 TRFRET art 2042.
`Cn1c(N/N=C\c2cccc(O)c2)cc(=O)n(C)c1=O` gave SRC3 TRFRET art 1559 and SRC1 TRFRET art 1958.
For O=C(Nc1nnc(CCS(=O)(=O)c2ccc3ccccc3c2)s1)c1cccs1 the results were SRC3 TRFRET art 1997 and SRC1 TRFRET art 2255.
`COC(=O)c1c(NC(=O)COC(=O)CNC(=O)C2CCCCC2)sc(C)c1C` gave SRC3 TRFRET art 1447 and SRC1 TRFRET art 1531.
Screening Cc1ccc(-c2nnn(CC(=O)N(CC3CCCO3)C(C(=O)NC3CCCC3)c3ccc(O)cc3)n2)o1 (stereo not drawn) returned SRC3 TRFRET art 1433 and SRC1 TRFRET art 1856.
`Cc1ccccc1OCCn1c(CCNC(=O)C(C)C)nc2ccccc21` gave SRC3 TRFRET art 1372 and SRC1 TRFRET art 1950.
Screening COC(=O)C(C)Sc1nc(NCc2ccccc2)nc(N(C)C)n1 (stereo not drawn) returned SRC3 TRFRET art 1505 and SRC1 TRFRET art 1771.
COc1cc(Cl)c(C)cc1NC(=O)c1ccc(S(C)(=O)=O)cc1 was read as SRC3 TRFRET art 1496 and SRC1 TRFRET art 1732.
`COc1ccc(Nc2nc(NC(C)(C)C)nc(N3CCOCC3)n2)c(OC)c1` gave SRC3 TRFRET art 1633 and SRC1 TRFRET art 1705.
O=C(Nc1ccncc1)c1sc2ccccc2c1Cl was read as SRC3 TRFRET art 1588 and SRC1 TRFRET art 1793.
`CCN(CC)S(=O)(=O)c1ccc(/C=C/C(=O)OCC(=O)N(C(C)C)C(C)C)cc1` gave SRC3 TRFRET art 1420 and SRC1 TRFRET art 1880.
`CN1CCN(c2ccccc2NC(=O)c2ccc(-c3cccc([N+](=O)[O-])c3)o2)CC1` gave SRC3 TRFRET art 1674 and SRC1 TRFRET art 1580.
`CSc1nnc(Cn2c(=O)sc3ccccc32)n1-c1ccccc1C` gave SRC3 TRFRET art 1537 and SRC1 TRFRET art 1807.
For Oc1cccc(CN2CCCCC2)c1 the results were SRC3 TRFRET art 1481 and SRC1 TRFRET art 1778.
`CCN(CC)S(=O)(=O)c1cccc(-c2n[nH]c(=S)n2/N=C/c2ccc(OC)cc2)c1` gave SRC3 TRFRET art 1629 and SRC1 TRFRET art 1737.
For CC(C)NC(=O)NC(=O)COC(=O)c1ccc(F)cc1F the results were SRC3 TRFRET art 1718 and SRC1 TRFRET art 1891.
Cc1ccc(/C=C(\NC(=O)c2ccccc2)C(=O)N2CCCC2C(=O)O)cc1 (stereo not drawn) was read as SRC3 TRFRET art 1424 and SRC1 TRFRET art 1668.

The final 3 compounds of the part above are carried over, then new ones follow:
`CCN(CC)S(=O)(=O)c1cccc(-c2n[nH]c(=S)n2/N=C/c2ccc(OC)cc2)c1` gave SRC3 TRFRET art 1629 and SRC1 TRFRET art 1737.
For CC(C)NC(=O)NC(=O)COC(=O)c1ccc(F)cc1F the results were SRC3 TRFRET art 1718 and SRC1 TRFRET art 1891.
Cc1ccc(/C=C(\NC(=O)c2ccccc2)C(=O)N2CCCC2C(=O)O)cc1 (stereo not drawn) was read as SRC3 TRFRET art 1424 and SRC1 TRFRET art 1668.
`CC(Sc1cccc[n+]1[O-])C(=O)Nc1ccc(Oc2ccccc2)cc1` (stereo not drawn) gave SRC3 TRFRET art 1438 and SRC1 TRFRET art 1501.
`S=c1[nH]cnc2scc(-c3ccc(Br)cc3)c12` gave SRC3 TRFRET art 1495 and SRC1 TRFRET art 1908.
`CCCCNS(=O)(=O)c1ccc2nc(-c3cccnc3)cc(C(=O)NC(C)C)c2c1` gave SRC3 TRFRET art 1641 and SRC1 TRFRET art 1674.
Screening Cc1ccc(-n2nc(C(=O)O)c(O)cc2=O)cc1 returned SRC3 TRFRET art 1796 and SRC1 TRFRET art 1708.
`COc1c(F)c(F)c(C(=O)O)c(Nc2ccc(C)cc2C)c1F` gave SRC3 TRFRET art 1653 and SRC1 TRFRET art 1586.
O=C(c1ccco1)N1CCN(CCCCOc2cccc3ccccc23)CC1 was read as SRC3 TRFRET art 1471 and SRC1 TRFRET art 1878.
CCC(=O)N1CCc2cc(S(=O)(=O)NC(Cc3ccccc3)C(=O)NC3CCCCC3)ccc21 (stereo not drawn) was read as SRC3 TRFRET art 1534 and SRC1 TRFRET art 1791.
For Cc1[nH]c(=O)[nH]c(=O)c1NS(=O)(=O)c1ccccc1 the results were SRC3 TRFRET art 1470 and SRC1 TRFRET art 1660.
O=C1OCCN1CCNCc1cn(-c2ccc(F)cc2)nc1-c1ccccc1Cl was read as SRC3 TRFRET art 1649 and SRC1 TRFRET art 1538.
O=C(NCc1cccnc1)c1ccc(-c2ccccc2[N+](=O)[O-])o1 was read as SRC3 TRFRET art 1495 and SRC1 TRFRET art 1535.
Screening Cc1nc(SCC(=O)Nc2nc3ccccc3s2)c(C#N)c(C)c1C returned SRC3 TRFRET art 1527 and SRC1 TRFRET art 1679.
For O=C(Nc1ccc(-c2ccccc2)cc1)c1ccco1 the results were SRC3 TRFRET art 1574 and SRC1 TRFRET art 1844.
`COC(=O)C1=C(C)N(Cc2cccnc2)C(=O)/C1=C\c1sccc1C` gave SRC3 TRFRET art 1777 and SRC1 TRFRET art 1841.
`O=[N+]([O-])c1cc(Cl)c(O)c2ncccc12` gave SRC3 TRFRET art 1484 and SRC1 TRFRET art 1886.
`C=CCn1c(C)cc(C(=O)COC(=O)c2ccc3c(c2)NC(=O)CS3)c1C` gave SRC3 TRFRET art 1643 and SRC1 TRFRET art 1767.
`CSc1nnc(C)c(=O)n1COC(=O)c1ccc(S(=O)(=O)N(C)C)cc1` gave SRC3 TRFRET art 1336 and SRC1 TRFRET art 1767.
For O=C(CCCN1C(=O)c2cccc3cccc(c23)C1=O)NCc1ccco1 the results were SRC3 TRFRET art 1437 and SRC1 TRFRET art 1633.
COc1cccc(/C=N/c2sc(Cc3ccccc3)c(C)c2C(N)=O)c1O was read as SRC3 TRFRET art 1539 and SRC1 TRFRET art 1640.
For CC(=O)n1cc([C@@H]2C=C(C(=O)N3CCOCC3)O[C@H](OCCCCO)C2)c2ccccc21 the results were SRC3 TRFRET art 1480 and SRC1 TRFRET art 1573.
For Cn1c(CN2CCOCC2)nc2cc(NC(=O)COc3ccccc3)ccc21 the results were SRC3 TRFRET art 1550 and SRC1 TRFRET art 1862.
